LEDGF integ inh: blockers of LEDGF/p75-dependent integrase strand transfer – biochemical, TR-FRET, high throughput, primary screen | TR-FRET IN-LEDGF/p75 DNA integration, Eu/Cy5 | actives 0.64% (n = 370,000) | inhibition, % at 3.7 µM;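 active means inhibition above the screen-wide mean plus 3 SD, cut at about 13% in these data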;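 further: signal is the Cy5 over europium emission ratio at 671 and 618 nm; 0% = plate median of compound wells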
PRMT1 FP inh: PRMT1 methyltransferase inhibitors, primary screen, biochemical, fluorescence polarization. actives 1.3% (n = 370,000). recombinant PRMT1, activity-based probe fluorescence polarization. Protein arginine N-methyltransferase 1 (Homo sapiens), Q99873. AID 652257, 2013. inhibition, % at 2.79 µM;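 active means inhibition above about 21% made by adding two undisclosed values, limit read from the data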
DDE Tn6 FP inh: inhibitors of Tn6 peptide binding to fibrin DD(E), primary screen, biochemical, fluorescence polarization, human fibrin, Tn6 probe. Fibrin DD(E) TRITC-Tn6 fluorescence polarization displacement. inhibition, % at 8.3 µM. actives 0.21% (n = 370,000). AID 720509, 2013;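 active means inhibition above a per-campaign cutoff: mean of compounds within control limits plus 3 SD, cut at about 15% in these data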;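 further: 0% = median of all compound wells on the plate and 100% = blocking peptide control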
UHRF1 MBD2 ctr: UHRF1 methylated DNA binding inhibitors, primary screen, counter-screen for MBD2 inhibitor project, biochemical, TR-FRET, human UHRF1, single concentration | E3 ubiquitin-protein ligase UHRF1 (Homo sapiens), Q96T88 | UHRF1 binding to methylated oligo | inhibition, % at 4.4 µM | actives 0.75% (n = 370,000) | AID 687016, 2013; in the data active means inhibition above about 21%;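 further: UHRF1 SRA domain binding a hemimethylated CpG hairpin DNA probe; 0% = median of test compound wells and 100% = reference inhibitor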
TDP2 inh: human TDP2 enzyme inhibitors, primary screen, biochemical, epi absorbance, recombinant enzyme; Tyrosyl-DNA phosphodiesterase 2 (Homo sapiens), O95551; T5PNP hydrolysis, p-nitrophenol absorbance 415 nm; inhibition, % at 12.8 µM; actives 0.34% (n = 370,000); AID 720702, 2013;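 active means inhibition above the mean of all tested compounds plus 3 SD, set per campaign, cut at about 25% in these data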;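 further: 0% = DMSO with enzyme and 100% = buffer with substrate but no TDP2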
Target sequence (O95551 whole entry, looked up): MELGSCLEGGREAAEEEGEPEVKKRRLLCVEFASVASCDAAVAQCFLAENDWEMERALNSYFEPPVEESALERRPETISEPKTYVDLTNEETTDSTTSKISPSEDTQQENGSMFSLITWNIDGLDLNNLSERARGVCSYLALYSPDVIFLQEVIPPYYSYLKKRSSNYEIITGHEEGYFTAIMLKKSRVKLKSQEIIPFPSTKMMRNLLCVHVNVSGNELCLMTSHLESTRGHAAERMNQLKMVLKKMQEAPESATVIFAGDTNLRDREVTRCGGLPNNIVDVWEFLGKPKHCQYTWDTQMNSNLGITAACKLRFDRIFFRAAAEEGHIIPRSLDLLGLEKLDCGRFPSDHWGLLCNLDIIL
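Incubation: 2 h at 37 °C; Test system: recombinant human TDP2; Quantity: enzyme 120 nM; Read-out basis: percent inhibition; Medium: 50 mM Tris-HCl pH 7.5 with Mg2+, KCl, DTT, BSA; Repeats: single replicate; Compound: 12.8 µM single point, 1% DMSO; Signal: epi absorbance; Reagent: 5 mM T5PNP chromogenic substrate; Benchmarks: no-enzyme high, DMSO-plus-enzyme low.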
SIAE inh: human SIAE inhibitors, primary screen, biochemical, fluorescence polarization, FP-Rh probe, 1536-well HTS; SIAE FP-Rh probe binding; AID 1053197, 2014; inhibition, % at 9.66 µM; actives 0.69% (n = 370,000);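 active means inhibition above a cutoff: mean of compounds within the control limits plus 3 SD of those, cut at about 17% in these data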;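 further: 0% = plate median of compound wells and 100% = probe without SIAE protein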
Target sequence (Q9HAT2 whole entry, looked up): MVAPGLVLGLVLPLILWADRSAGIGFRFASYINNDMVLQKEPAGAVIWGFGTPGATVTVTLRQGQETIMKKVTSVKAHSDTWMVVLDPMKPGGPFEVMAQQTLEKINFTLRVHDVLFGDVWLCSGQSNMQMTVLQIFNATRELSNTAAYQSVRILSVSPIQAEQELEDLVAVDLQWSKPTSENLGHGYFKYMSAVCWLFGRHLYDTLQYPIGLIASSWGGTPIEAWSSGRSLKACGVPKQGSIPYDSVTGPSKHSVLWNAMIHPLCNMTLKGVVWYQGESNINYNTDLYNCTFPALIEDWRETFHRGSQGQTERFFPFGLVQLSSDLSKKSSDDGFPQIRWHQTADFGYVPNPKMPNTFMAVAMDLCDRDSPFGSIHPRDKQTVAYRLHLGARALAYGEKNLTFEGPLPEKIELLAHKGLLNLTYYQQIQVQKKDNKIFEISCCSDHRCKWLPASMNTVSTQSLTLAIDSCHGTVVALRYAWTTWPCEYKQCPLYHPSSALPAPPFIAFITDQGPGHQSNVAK
proKLK7 act: proKLK7 zymogen activators, primary screen, biochemical, fluorescence intensity. actives 0.9% (n = 370,000). AID 652039, 2013. activation, % at 7 µM. purified proKLK7, EDANS-DABCYL substrate fluorescence; 100% is mature enzyme control, 0% vehicle. Kallikrein-7 (Homo sapiens), P49862;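 active means activation above the mean of all tested compounds plus 3 SD, computed per campaign excluding outliers beyond control limits, cut at about 13% in these data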
MBD2 DNA inh: inhibitors of MBD2 binding to methylated DNA, primary screen, biochemical, TR-FRET, DNA-binding domain, human | MBD2 binding to methylated oligonucleotide | inhibition, % at 4.4 µM | actives 0.31% (n = 370,000) | AID 686964, 2013; in the data active means inhibition above about 13%
TCR CD3 inh: inhibitors of human TCR-CD3 interaction, primary screen, biochemical, fluorescence, TAMRA-labeled TCR probe | inhibition, % at 9.4 µM | actives 0.37% (n = 360,000) | AID 651800, 2012; in the data active means inhibition above about 19%;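 further: recombinant mutant TCR 2C K166C tagged with TAMRA read by polarization; 0% = receptor in buffer alone and 100% = receptor with positive control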
DDE Tn7 FP inh: inhibitors of Tn7 peptide binding to fibrin DD(E), primary screen, biochemical, fluorescence polarization, human fibrin, Tn7 probe; Fibrinogen beta chain (Homo sapiens), P02675; FP displacement of FITC-Tn7 peptide from fibrin DD(E); 0% = median of compound wells per plate; inhibition, % at 8.3 µM; actives 0.13% (n = 370,000); AID 720508, 2013;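 active means inhibition above the mean of compounds falling within the control limits plus 3 SD of them, cut at about 14% in these data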;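 further: 0% = plate median of compound wells and 100% = 10 µM Aha-Tn7 peptide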
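system = human fibrin DD(E) protein | quantity = DD(E) 2 µM final | medium = Tris/NaCl/CaCl2 buffer, pH 7.8 | also added = labelled Tn7 tracer, 0.1 µM | compound dosing = single point at 8.3 µM | timing = compound with protein 10 min, then 3 h after probe, room temperature | signal = FP measurement | benchmarks = Aha-Tn7 high control | repeats = one replicate per compound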
Starred values were filed as active, the others as inactive.

1) Cc1cc(F)ccc1NCc1ccncc1
2) Cc1cc(NC(=O)Nc2cccc(Cl)c2)n(C(C)(C)C)n1
3) CCC(NC(=O)c1ccccc1O)c1ccccc1 (configuration not stated)
4) O=C(OCc1ccccc1)c1cccnc1Cl
5) COc1ccc(CCNC(=O)CNS(=O)(=O)c2cccs2)cc1OC
6) COc1ccc(Sc2ccc(NC(=O)c3cccc(Cl)c3)cc2C#N)cc1

Screen / compound no.,1,2,3,4,5,6
LEDGF integ inh,-2,1,-1,5,0,0
PRMT1 FP inh,0,0,2,-2,0,-1
DDE Tn6 FP inh,3,5,10,-1,-1,-9
UHRF1 MBD2 ctr,-2,0,2,1,-3,0
TDP2 inh,9,-4,-6,-17,5,10
SIAE inh,2,4,-4,0,2,-78
proKLK7 act,-0.6,0.3,-13,1.0,-0.1,-0.4
MBD2 DNA inh,2,0,0,-1,-6,1
TCR CD3 inh,-1,3,-3,-3,4,1
DDE Tn7 FP inh,-5,-7,7,-3,-8,-3

7) CCOC(=O)N1CCN(S(=O)(=O)c2cn(C)c(=O)n(C)c2=O)CC1
8) Cc1nn(C)cc1-c1n[nH]c(=S)n1-c1ccc(Cl)cc1
9) COC(=O)c1ccc(-n2c(C)cc(C(=O)CSc3ccc(NC(C)=O)cc3)c2C)cc1
10) NC(=O)C1CCN(C(c2ccccc2F)c2nnnn2Cc2ccco2)CC1 (configuration not stated)
11) Cn1c(N)c(C(=O)CSc2nnc(N)s2)c(=O)n(C)c1=O
12) COC1=C(OC)C(=O)C(CCCCCCCCCCO)=C(C)C1=O

Screen / compound no.,7,8,9,10,11,12
LEDGF integ inh,-5,1,1,-3,3,2
PRMT1 FP inh,2,-3,50*,6,7,3
DDE Tn6 FP inh,2,5,-12,-7,1,3
UHRF1 MBD2 ctr,-1,-4,-1,5,1,3
TDP2 inh,-2,1,-1,-11,-9,-4
SIAE inh,-5,5,6,5,5,7
proKLK7 act,0.0,0.1,0.3,0.0,-0.7,0.2
MBD2 DNA inh,2,-1,-7,4,4,6
TCR CD3 inh,-6,7,-1,-1,4,-2
DDE Tn7 FP inh,0,1,4,3,1,9

13) CCOC(=O)C1CCN(c2nc(C)nc3c2oc2ccccc23)CC1
14) COc1ccc(CCNC(=O)C(=O)NCC2OCCN2S(=O)(=O)c2ccccc2)cc1OC (configuration not stated)
15) O=C(Nc1ccc(OC(F)(F)F)cc1)c1ccc2c(c1)no[n+]2[O-]
16) CC(=O)N1CCC(C(=O)Nc2ccccc2)(N(Cc2ccccc2)C(=O)c2cccnc2)CC1
17) NC(=O)c1c(N)[nH]c(C(=O)c2ccccc2)c1-c1ccccc1Cl
18) O=C1CSC(c2cccnc2)N1Cc1cccnc1 (configuration not stated)

Screen / compound no.,13,14,15,16,17,18
LEDGF integ inh,3,-6,0,-1,-2,2
PRMT1 FP inh,0,-2,0,-2,1,6
DDE Tn6 FP inh,-4,0,-5,7,-2,1
UHRF1 MBD2 ctr,1,1,-3,1,2,0
TDP2 inh,-5,16,9,9,4,3
SIAE inh,10,-5,4,-1,1,-4
proKLK7 act,1.0,-0.1,0.2,0.3,0.1,0.1
MBD2 DNA inh,-6,2,-2,2,-2,2
TCR CD3 inh,3,5,3,10,5,1
DDE Tn7 FP inh,1,-5,-7,6,0,-5

In a second layout: results already given.
Every second line gives: LEDGF integ inh	PRMT1 FP inh	DDE Tn6 FP inh	UHRF1 MBD2 ctr	TDP2 inh	SIAE inh	proKLK7 act	MBD2 DNA inh	TCR CD3 inh	DDE Tn7 FP inh
14: COc1ccc(CCNC(=O)C(=O)NCC2OCCN2S(=O)(=O)c2ccccc2)cc1OC (configuration not stated)
    -6	-2	0	1	16	-5	-0.1	2	5	-5
15: O=C(Nc1ccc(OC(F)(F)F)cc1)c1ccc2c(c1)no[n+]2[O-]
    0	0	-5	-3	9	4	0.2	-2	3	-7
16: CC(=O)N1CCC(C(=O)Nc2ccccc2)(N(Cc2ccccc2)C(=O)c2cccnc2)CC1
    -1	-2	7	1	9	-1	0.3	2	10	6
17: NC(=O)c1c(N)[nH]c(C(=O)c2ccccc2)c1-c1ccccc1Cl
    -2	1	-2	2	4	1	0.1	-2	5	0
18: O=C1CSC(c2cccnc2)N1Cc1cccnc1 (configuration not stated)
    2	6	1	0	3	-4	0.1	2	1	-5

Remaining list, next part:
19) CC1(C)CC(=O)C2=C(C1)NC(Nc1nc3ccccc3o1)=NC2c1ccccn1 (configuration not stated)
20) CC(C)CC1NC(=O)c2cc3ccccc3cc2-n2c1nc1ccc(Cl)cc1c2=O (configuration not stated)
21) Cc1cccc(C(=O)NCC(=O)N2CCN(S(=O)(=O)/C=C/c3ccccc3)CC2)c1
22) Cc1ccc(OCC(=O)N(Cc2ccco2)C2CCS(=O)(=O)C2)cc1 (configuration not stated)
23) COc1ccc2c(c1)c(CC(=O)Nc1nnc(C3CC3)s1)c(C)n2C(=O)c1ccc(Cl)cc1
24) O=c1cc2c(nn1Cc1cccc([N+](=O)[O-])c1)-c1ccccc1CC2

Screen / compound no.,19,20,21,22,23,24
LEDGF integ inh,2,1,0,-1,3,-8
PRMT1 FP inh,-5,-2,-1,-1,-7,7
DDE Tn6 FP inh,-2,10,-1,-7,2,2
UHRF1 MBD2 ctr,1,19,-2,2,-2,3
TDP2 inh,0,-8,9,-2,8,-6
SIAE inh,0,-5,0,-1,10,-5
proKLK7 act,-0.4,-0.2,0.7,-0.4,-0.7,0.0
MBD2 DNA inh,2,5,3,5,-1,-3
TCR CD3 inh,-1,-7,3,-3,-2,2
DDE Tn7 FP inh,0,0,-11,-6,-3,3

25) COc1ccc(CNC(=O)C2CC(c3cc(C(F)(F)F)cc(C(F)(F)F)c3)=NO2)cc1 (configuration not stated)
26) CC(C)CC1(C)NC(=O)N(CCN2C(=O)c3ccccc3C2=O)C1=O (configuration not stated)
27) O=C(/C=C/Nc1ccccc1)c1cnc(-c2ccccc2)s1
28) Cc1nn(C)c(C)c1CN(C)C(=O)c1nn2c(c1Br)NC(c1cccs1)CC2C(F)(F)F (configuration not stated)
29) Brc1cccc(/C=N/Nc2nn[nH]n2)c1
30) CC12c3ccccc3C(c3ccccc31)C1C(=O)N(Cc3cccnc3)C(=O)[C@H]12 (some centres not stated)

Screen / compound no.,25,26,27,28,29,30
LEDGF integ inh,3,0,1,-3,-5,4
PRMT1 FP inh,-2,0,5,-1,4,-2
DDE Tn6 FP inh,2,5,4,-7,-4,1
UHRF1 MBD2 ctr,1,1,4,5,-1,0
TDP2 inh,3,0,1,-7,9,-3
SIAE inh,2,-3,-5,0,6,4
proKLK7 act,-0.5,-0.5,0.0,-0.3,-0.1,0.6
MBD2 DNA inh,-5,2,6,4,-2,0
TCR CD3 inh,5,4,-1,-5,-3,5
DDE Tn7 FP inh,-5,-1,4,2,-6,-4

31) CNC(=O)c1cc(C(=O)c2ccc(C(F)(F)F)cc2F)c[nH]1
32) Cc1ccc(CSc2nnc(SCC(=O)N/N=C/c3c(C)nn(-c4ccccc4)c3C)s2)cc1
33) CC1CN(c2ccc([N+](=O)[O-])c(NCCOc3ccccc3)c2)CCN1 (configuration not stated)
34) CCc1nc(Nc2ccc3nccnc3c2)c2oc3ccccc3c2n1
35) Cc1nc(SCC(=O)NCC2CCCO2)c2c3c(sc2n1)CCCC3 (configuration not stated)
36) Cc1ccc(NC(=O)CNCc2ccccc2Cl)cc1S(=O)(=O)N(C)C

Screen / compound no.,31,32,33,34,35,36
LEDGF integ inh,-8,0,-4,-4,0,2
PRMT1 FP inh,3,-2,3,4,-2,2
DDE Tn6 FP inh,-1,3,-4,2,7,3
UHRF1 MBD2 ctr,5,-3,-16,-1,-1,-4
TDP2 inh,4,4,-18,-6,-7,9
SIAE inh,4,-10,-5,3,5,0
proKLK7 act,0.1,0.2,-0.5,-2.9,0.0,0.2
MBD2 DNA inh,0,-8,-6,-5,-4,-7
TCR CD3 inh,-5,12,0,0,-9,7
DDE Tn7 FP inh,9,-3,-2,0,-1,5

37) COc1ccc(-n2c(O)c(C=NCc3ccccn3)c3ccccc3c2=O)c(OC)c1
38) CN(CCc1ccccc1)C(=O)c1cccc(NC(=O)Cc2cccc([N+](=O)[O-])c2)c1
39) O=C(CCNC(=O)c1ccc([N+](=O)[O-])cc1)NCCc1ccccc1
40) C#CCN(CC=C)C(=O)c1cccc(OC2CCN(S(C)(=O)=O)CC2)c1
41) Cc1cccc(CN2CCc3c([nH]c4ccccc34)C2CC(C)C)n1 (configuration not stated)
42) COc1cc(C(=O)Nc2cccc(-c3nc4ncccc4o3)c2C)cc(OC)c1OC

Screen / compound no.,37,38,39,40,41,42
LEDGF integ inh,2,-3,-2,2,5,1
PRMT1 FP inh,-3,1,1,-2,2,-1
DDE Tn6 FP inh,-3,-7,-5,4,0,8
UHRF1 MBD2 ctr,-2,2,-2,1,-1,-2
TDP2 inh,18,1,13,-11,-14,-3
SIAE inh,5,-5,3,-3,1,4
proKLK7 act,0.5,-0.5,0.4,-0.1,12,0.1
MBD2 DNA inh,-2,1,1,0,0,-4
TCR CD3 inh,-7,-5,0,9,2,-3
DDE Tn7 FP inh,-1,0,-4,-5,-4,6

43) O=C(NCc1ccccc1)C1CCN(S(=O)(=O)N2CCCCCC2)CC1
44) CCCCC[C@@H](/C=C/C1C(=O)C=C[C@H]1C/C=C\CCCC(=O)OC)OC(C)=O (some centres not stated)
45) Nc1ccc(C(=O)NN2C(=O)[C@H](Cl)C2c2ccc(Cl)cc2)cc1 (some centres not stated)
46) CN(C(=O)CSc1nnc(-c2cccnc2)o1)C1CCCCC1
47) O=C(c1cc2c(s1)-c1ccccc1S(=O)(=O)C2)N1CCN(Cc2ccccc2)CC1
48) C=CCn1c(SCC(=O)Nc2cccc(S(N)(=O)=O)c2)nnc1C1CCCCC1

Screen / compound no.,43,44,45,46,47,48
LEDGF integ inh,0,6,0,2,-3,-4
PRMT1 FP inh,3,8,-1,-1,-1,3
DDE Tn6 FP inh,7,-6,5,5,1,4
UHRF1 MBD2 ctr,1,2,-1,-1,1,1
TDP2 inh,1,-1,-3,14,-3,2
SIAE inh,1,1,-16,-5,8,5
proKLK7 act,0.1,-0.4,-0.3,-0.5,-1.6,-0.3
MBD2 DNA inh,6,5,-4,-1,-1,2
TCR CD3 inh,0,-11,3,0,4,-2
DDE Tn7 FP inh,2,2,6,-3,-8,4

Compound activity from PubChem BioAssay.
